HCV inh: qHTS Assay for Inhibitors of Hepatitis C Virus (HCV); Potency, µM (series often up to 41.8 µM), without a hit: at the highest dose activity change, negative = inhibition, most hits filed as inhibitors; actives 3.4% (n = 340,000); AID 651820, 2012; Huh7.5.1 HCVcc-Cre infection, luciferase reporter, 44 h
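Infectious HCV cell culture screen: compound-treated cells (1,000/well, pre-plated 4 h) are infected with HCVcc-Cre at roughly 0.5 moi and grown 44 h. Infection is quantified by luciferase signal after 15 min substrate incubation at room temperature.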
LmPK inhibitor: qHTS Assay for Inhibitors of Leishmania Mexicana Pyruvate Kinase (LmPK) | Q27686 | purified LmPK, Kinase-Glo ATP luminescence, 1 h | Potency, µM (series often up to 57.5 µM), for inactives: at the top dose activity change, negative = inhibition, actives largely listed as inhibitors | actives 0.37% (n = 290,000) | AID 1721, 2009
Target sequence (Q27686 whole entry, looked up): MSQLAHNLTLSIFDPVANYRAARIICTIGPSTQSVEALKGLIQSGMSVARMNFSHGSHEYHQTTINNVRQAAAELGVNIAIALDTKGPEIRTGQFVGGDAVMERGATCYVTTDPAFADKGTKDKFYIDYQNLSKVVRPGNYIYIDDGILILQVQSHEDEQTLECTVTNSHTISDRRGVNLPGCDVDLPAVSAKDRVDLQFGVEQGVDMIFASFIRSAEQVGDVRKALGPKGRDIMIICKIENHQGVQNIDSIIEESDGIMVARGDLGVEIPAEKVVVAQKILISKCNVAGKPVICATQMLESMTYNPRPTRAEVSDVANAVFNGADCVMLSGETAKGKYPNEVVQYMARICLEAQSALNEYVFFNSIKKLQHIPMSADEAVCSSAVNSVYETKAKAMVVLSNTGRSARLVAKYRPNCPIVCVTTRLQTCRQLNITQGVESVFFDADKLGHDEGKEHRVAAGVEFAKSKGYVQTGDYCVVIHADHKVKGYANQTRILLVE
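Purified LmPK (0.1 nM) converted ADP (0.1 mM) to ATP with PEP (0.5 mM) in imidazole buffer pH 7.2 with KCl and MgCl2, 1 h at room temperature. ATP was read by Kinase-Glo luminescence; data normalized to uninhibited and no-enzyme controls.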
Pf growth 48h: Primary qHTS for delayed death inhibitors of the malarial parasite plastid, 48 hour incubation. Potency, µM (top dose mostly 28.7 µM), for the others: top-dose activity change, negative = inhibition, most hits filed as inhibitors. actives 5.9% (n = 310,000). P. falciparum luciferase growth in erythrocytes, 48 h
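Compounds are pin-transferred into medium, infected erythrocytes (2% hematocrit, 0.1% parasitemia final) are added, and plates sit one parasite generation at 37 C in 5% CO2. Detection reagent is then added and luminescence measured.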
Pf growth 96h: Primary qHTS for delayed death inhibitors of the malarial parasite plastid, 96 hour incubation; actives 6.9% (n = 320,000); Potency, µM (series often up to 28.7 µM), for inactives: at the top dose activity change, negative = inhibition, actives largely listed as inhibitors; P. falciparum luciferase reporter growth, 96 h; AID 504834, 2011
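P. falciparum expressing integrated firefly luciferase, in erythrocytes at 2% hematocrit, 0.05% parasitemia, incubated with compounds 96 h at 37 C, 5% CO2. Growth inhibition read as loss of luminescence; two-generation exposure targets delayed-death apicoplast inhibitors.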
Sm TGR block: qHTS Assay for the Inhibitors of Schistosoma Mansoni Peroxiredoxins; purified TGR, DTNB reduction, TNB absorbance 405 nm; Potency, µM (doses to about 114 µM), for inactives: at the top dose activity change, negative = inhibition, hits mostly inhibitors; actives 3% (n = 360,000); further: nearly all actives have a fitted effect of over 60% in size
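Kinetic colorimetric format: TGR-catalysed, NADPH-driven DTNB reduction monitored via TNB absorbance. Enzyme dispensed at 20 nM; compound exposure 15 min at room temperature before reaction start.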
Tb PYK inh: qHTS of Trypanosoma Brucei Inhibitors; actives 0.12% (n = 410,000); pyruvate kinase (Trypanosoma brucei), Q57TT1; Potency, µM (highest dose often 76.8 µM), for inactives: at the highest dose activity, negative = inhibition, usual class: inhibitors; TbPYK enzyme, Kinase-Glo Plus ATP luminescence, 45 min; further: nearly all actives have a fitted effect of over 50% in size
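Activity of T. brucei pyruvate kinase was followed by Kinase-Glo Plus luminescence after the enzyme reacted 45 min at room temperature with 130 uM ADP (final) and substrate. Test compounds were added before ADP at multiple concentrations.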
An asterisk follows results filed as active; & = joins results of further samples; [ ] = another dose, or the depositor's remark. The call rests on the fitted dose curve; in most records, active means well fitted curve in the direction sought with a large enough effect; inconclusive means small, poorly fitted or top-dose-only effect, or another doubt; inactive means no such curve, though single readings can be large; an effect the other way counts as inactive or inconclusive. On the % scale 0 is the no-effect control and ±100 the full control effect; potency means the concentration at half of the fitted maximal effect.

For COc1ccc(N(CC(=O)Nc2cccnc2)S(C)(=O)=O)cc1 the results were HCV inh 20%, LmPK inhibitor 14%, Pf growth 48h -2%, Pf growth 96h 2%, Sm TGR block 19% and Tb PYK inh -8%.
`CC(C)N1CC(C(=O)Nc2cc(Cl)cc(Cl)c2)CC1=O` (stereo not given) gave HCV inh -9%, LmPK inhibitor 4%, Pf growth 48h 7%, Pf growth 96h 56%, Sm TGR block 5% and Tb PYK inh 0%.
Screening O=C(c1cc(-c2cccs2)nc2ccccc12)N1CCN(S(=O)(=O)c2cccc(F)c2)CC1 returned HCV inh -5%, LmPK inhibitor -3%, Pf growth 48h inconclusive, Sm TGR block 1% and Tb PYK inh 4%.
Screening CCCCC1CCC(c2nc(-c3cccnc3)no2)CC1 (stereo not given) returned HCV inh 14%, LmPK inhibitor 16%, Pf growth 48h inconclusive, Pf growth 96h 64%[activator], Sm TGR block 0% and Tb PYK inh 0%.
For CCCn1c(O)c(N=NC(=O)c2ccco2)c2ccccc21 the results were HCV inh inconclusive, LmPK inhibitor -4%, Pf growth 48h inconclusive, Pf growth 96h inconclusive, Sm TGR block -6% and Tb PYK inh 1%.
Screening Cc1ccc(O)c(NC(=O)c2cccc(S(=O)(=O)N3CCCCC3)c2)c1 returned HCV inh 11µM*, LmPK inhibitor -2%, Pf growth 48h inconclusive, Sm TGR block -1% and Tb PYK inh -12%.
For Cc1cccc(CCNC(=O)C2CCN(S(=O)(=O)c3cccc4nsnc34)CC2)c1 the results were HCV inh -23%, LmPK inhibitor -2%, Pf growth 96h inconclusive, Sm TGR block -2% and Tb PYK inh -5%.
`O=[N+]([O-])c1cccc(/C=N/NC2=NCCCCC2)c1` gave HCV inh 5%, LmPK inhibitor -1%, Pf growth 48h inconclusive, Pf growth 96h inconclusive, Sm TGR block -3% and Tb PYK inh -3%.
For O=C(N/N=C/C=C/c1ccco1)c1ccccc1Cl the results were HCV inh 9%, LmPK inhibitor -5%, Pf growth 48h 19%, Pf growth 96h -5%, Sm TGR block inconclusive and Tb PYK inh -17%.
CC(OC(=O)Cn1cnc2ccccc2c1=O)C(=O)N(C)c1ccccc1 (stereo not given) was read as HCV inh 1%, Pf growth 48h -19%, Pf growth 96h 22%, Sm TGR block -2% and Tb PYK inh 8%.
`COc1ccc(/C=N/N2CCN(C)CC2)cc1O` gave HCV inh inconclusive, LmPK inhibitor 0%, Pf growth 48h 15%, Pf growth 96h 13%, Sm TGR block -16% and Tb PYK inh 5%.
Cc1ccccc1Cn1cc(/C=N/n2cnnc2)c2ccccc21 was read as HCV inh -7%, LmPK inhibitor 5%, Pf growth 48h inconclusive, Pf growth 96h 11%, Sm TGR block 6% and Tb PYK inh -1%.

Reprinted from the part before: four entries, then new ones.
For O=C(N/N=C/C=C/c1ccco1)c1ccccc1Cl the results were HCV inh 9%, LmPK inhibitor -5%, Pf growth 48h 19%, Pf growth 96h -5%, Sm TGR block inconclusive and Tb PYK inh -17%.
CC(OC(=O)Cn1cnc2ccccc2c1=O)C(=O)N(C)c1ccccc1 (stereo not given) was read as HCV inh 1%, Pf growth 48h -19%, Pf growth 96h 22%, Sm TGR block -2% and Tb PYK inh 8%.
`COc1ccc(/C=N/N2CCN(C)CC2)cc1O` gave HCV inh inconclusive, LmPK inhibitor 0%, Pf growth 48h 15%, Pf growth 96h 13%, Sm TGR block -16% and Tb PYK inh 5%.
Cc1ccccc1Cn1cc(/C=N/n2cnnc2)c2ccccc21 was read as HCV inh -7%, LmPK inhibitor 5%, Pf growth 48h inconclusive, Pf growth 96h 11%, Sm TGR block 6% and Tb PYK inh -1%.
For COc1ccccc1CN(C)c1nnnn1-c1ccccc1 the results were HCV inh 3%, LmPK inhibitor -6%, Pf growth 48h -4%, Pf growth 96h inconclusive, Sm TGR block 2% and Tb PYK inh 3%.
FC(F)(F)c1cnc(N/N=C/c2ccncc2)c(Cl)c1 was read as HCV inh 15%, LmPK inhibitor 5%, Pf growth 48h -24%, Pf growth 96h -16%, Sm TGR block 10% and Tb PYK inh 1%.
`Cc1cccc(C(=O)N=C2SC3CS(=O)(=O)CC3N2c2ccccc2)c1` (stereo not given) gave HCV inh -6%, Pf growth 48h 4%, Pf growth 96h 6%, Sm TGR block -3% and Tb PYK inh 2%.
For CCOC(=O)c1cnc2c(N=Nc3ccccc3)c(N)nn2c1N the results were HCV inh 1%, LmPK inhibitor 4%, Pf growth 48h 103%[activator], Sm TGR block 0% and Tb PYK inh 1%.
For CS(=O)(=O)N(CC(=O)O)c1cc(C(F)(F)F)ccc1Cl the results were HCV inh 17%, Pf growth 48h inconclusive, Pf growth 96h inconclusive, Sm TGR block -2% and Tb PYK inh 5%.
Cc1ccc2c(c1)NCC(C(=O)NCc1ccccc1)O2 (stereo not given) was read as HCV inh 3%[8.37 µM], LmPK inhibitor -5%, Pf growth 48h 10%, Pf growth 96h 239%[activator], Sm TGR block -9% and Tb PYK inh -3%.
For COCCOC1CCN(C(=O)c2cc(COc3ccc(F)cc3F)on2)CC1 the results were LmPK inhibitor 4%, Pf growth 48h 12%, Pf growth 96h inconclusive, Sm TGR block -5% and Tb PYK inh 7%.
For CN(C(=O)CSc1nnc(C2CC2)n1C1CC1)C1(C#N)CCCCC1 the results were HCV inh 4%, Pf growth 48h 10%, Pf growth 96h 5%, Sm TGR block 0% and Tb PYK inh -10%.
For Cn1c2ccsc2c2ncn(Cc3ccc(F)cc3)c(=O)c21 the results were Pf growth 48h inconclusive, Pf growth 96h -7%, Sm TGR block -2% and Tb PYK inh 2%.
Screening Cc1ccc(NC(=O)COC(=O)C2CC3CCCC(C2)C3=O)c([N+](=O)[O-])c1 (stereo not given) returned HCV inh 7%, Pf growth 48h 2%, Pf growth 96h 9%, Sm TGR block -18% and Tb PYK inh 7%.
For CCOC(=O)c1nc(NCc2cccc(OC)c2)c2ccccc2n1 the results were HCV inh -13%, LmPK inhibitor 10%, Pf growth 48h -1%, Pf growth 96h 78%[activator], Sm TGR block -4% and Tb PYK inh 5%.
Screening CSc1nc(SCC(=O)O)c2c3c(sc2n1)COC(C)(C)C3 returned HCV inh 26%, LmPK inhibitor 5%, Pf growth 48h 27%, Pf growth 96h inconclusive, Sm TGR block -3% and Tb PYK inh -5%.

Continued, overlapping the part above by 2 compounds.
For CCOC(=O)c1nc(NCc2cccc(OC)c2)c2ccccc2n1 the results were HCV inh -13%, LmPK inhibitor 10%, Pf growth 48h -1%, Pf growth 96h 78%[activator], Sm TGR block -4% and Tb PYK inh 5%.
Screening CSc1nc(SCC(=O)O)c2c3c(sc2n1)COC(C)(C)C3 returned HCV inh 26%, LmPK inhibitor 5%, Pf growth 48h 27%, Pf growth 96h inconclusive, Sm TGR block -3% and Tb PYK inh -5%.
`COC(=O)/C(=C/c1c[nH]c2ccccc12)[N+](=O)[O-]` gave HCV inh -7%, LmPK inhibitor 4%, Pf growth 48h inconclusive, Pf growth 96h inconclusive, Sm TGR block 45µM* and Tb PYK inh -22%.
For Cc1cccc(N(CC(=O)NCCSCc2ccco2)S(=O)(=O)c2ccccc2)c1 the results were HCV inh inconclusive, LmPK inhibitor 9%, Pf growth 48h inconclusive, Pf growth 96h inconclusive, Sm TGR block 32µM* and Tb PYK inh -8%.
`CC(=O)C1=C(O)C(=O)N(c2nccs2)C1c1ccccc1` (stereo not given) gave HCV inh 19%, LmPK inhibitor 9%, Pf growth 96h 2%, Sm TGR block 7% and Tb PYK inh 1%.
O=C(NCCN1CCOCC1)c1cc(Cl)ccc1[N+](=O)[O-] was read as HCV inh -2%, LmPK inhibitor 1%, Pf growth 48h -6%, Pf growth 96h inconclusive and Sm TGR block -21%.
Screening O=C(Nc1cccc(F)c1)c1ccc(CSc2ccccc2)o1 returned HCV inh 0%, LmPK inhibitor 2%, Pf growth 48h 35%[activator], Pf growth 96h 102%[activator], Sm TGR block -23% and Tb PYK inh 3%.
Screening O=S(=O)(/N=C(/Nc1cc(N2CCOCC2)ncn1)c1ccc(F)cc1)c1ccccc1 returned HCV inh 36%&8%[activator], LmPK inhibitor -2%, Pf growth 48h 0%, Sm TGR block 5% and Tb PYK inh 7%&2%.
Screening Cn1nnc(NC(=O)c2cccc(F)c2)n1 returned HCV inh 13%, LmPK inhibitor 1%, Pf growth 48h 34%[activator], Pf growth 96h 20%, Sm TGR block -1% and Tb PYK inh 8%.
For COc1ccc(NC(=O)[C@@H](NC(=O)c2ccccc2F)C(C)C)cc1S(=O)(=O)N1CCOCC1 the results were HCV inh 27%, LmPK inhibitor 1%, Pf growth 48h inconclusive, Pf growth 96h inconclusive, Sm TGR block 2% and Tb PYK inh -2%.
COc1ccccc1-n1c(/C=C/c2ccccn2)nc2ccccc2c1=O was read as HCV inh inconclusive, LmPK inhibitor 0%, Pf growth 48h inconclusive, Pf growth 96h inconclusive, Sm TGR block -18% and Tb PYK inh 2%.
Cc1cc(C(=O)N/N=C/c2ccc(-c3ccc([N+](=O)[O-])cc3Cl)o2)n[nH]1 was read as HCV inh inconclusive, LmPK inhibitor 3%, Pf growth 48h inconclusive, Pf growth 96h inconclusive, Sm TGR block -35% and Tb PYK inh -6%.
Screening CCCC(C(=O)n1nc(C)cc1C)C(NS(=O)(=O)c1ccc(C)cc1)c1ccccc1 (stereo not given) returned HCV inh inconclusive, LmPK inhibitor 2%, Pf growth 96h inconclusive, Sm TGR block -1% and Tb PYK inh 4%.
Screening CCOC(=O)C1=C(C)N(c2ccccc2)C(=O)C1 returned HCV inh 12%, LmPK inhibitor -4%, Pf growth 48h -6%, Pf growth 96h 10µM*, Sm TGR block -17% and Tb PYK inh -10%.
Screening COC(=O)CNC(=O)c1ccccc1C returned HCV inh 24%, LmPK inhibitor -2%, Pf growth 96h -12%, Sm TGR block 10% and Tb PYK inh 2%.
`COc1ccc(CC(=O)N2N=C(C)CC2(O)C(F)(F)F)cc1` (stereo not given) gave HCV inh -1%, LmPK inhibitor -1%, Pf growth 48h -6%, Pf growth 96h inconclusive, Sm TGR block -4% and Tb PYK inh 3%.
For COc1cc(S(=O)(=O)Nc2ncn[nH]2)ccc1Cl the results were HCV inh inconclusive, LmPK inhibitor 2%, Pf growth 48h 42%[activator], Pf growth 96h inconclusive, Sm TGR block 0% and Tb PYK inh 4%.
Screening COc1ccc(-n2c3c(cc(C(=O)Nc4cccc(C)n4)c2=O)C(=O)CC(C)(C)C3)cc1 returned HCV inh inconclusive, LmPK inhibitor 3%, Pf growth 48h -17%, Pf growth 96h -5% and Tb PYK inh 5%.
Screening Cc1ccc(N(Cc2cc3ccccc3[nH]c2=O)S(C)(=O)=O)cc1 returned HCV inh -3%, LmPK inhibitor 0%, Pf growth 48h -1%, Pf growth 96h 11%, Sm TGR block 0% and Tb PYK inh -2%.
Cc1ccc(Cc2cnc(NC(=O)CN3CCOCC3)s2)cc1Cl was read as HCV inh 1%, LmPK inhibitor 4%, Pf growth 48h -13%, Pf growth 96h -16%, Sm TGR block 2% and Tb PYK inh -9%.
Screening Cc1nn(CC(C)C)c2sc(C(=O)NC3CC(C)(C)NC(C)(C)C3)cc12 returned HCV inh inconclusive, LmPK inhibitor 6%, Pf growth 48h -23%, Pf growth 96h -21%, Sm TGR block -2% and Tb PYK inh -1%.

From PubChem BioAssay
